Screening results as filed in PubChem.
Keap1-Nrf2 PPI: Keap1-Nrf2 protein-protein interaction inhibitors, primary screen, biochemical, fluorescence polarization, single point. Kelch-like ECH-associated protein 1 (Homo sapiens), Q14145. Keap1 Kelch-Nrf2 peptide fluorescence polarization, 1536-well. inhibition, % at 9.4 µM. 340,000 tested, 0.15% active. AID 504523, 2011; in the data active = inhibition above about 12%;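 also: human Keap1 Kelch domain with fluorescein labeled Nrf2 9mer peptide probe; 0% = neutral control wells and 100% = peptide positive control; higher means more block of Keap1 binding to Nrf2 peptide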
RTF Ca sens inh: cardiac RTF calcium sensitivity inhibitors, primary screen, biochemical, IANBD-TnC fluorescence, EC70 calcium. Troponin I, cardiac muscle (Homo sapiens) + Troponin T, cardiac muscle (Homo sapiens) + …. inhibition, % at 7.15 µM. 340,000 tested, 0.12% active. IANBD-labeled cardiac RTF, Ca2+ fluorescence;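 active = inhibition above the mean inhibition of all tested compounds plus 3 SD, cut at about 17% in these data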;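 also: assay run at fixed EC70 calcium of 1.6 mM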
Wnt act: Wnt/beta-catenin pathway activators, primary screen, cell-based, plate reader, single point; activation, % at 9.35 µM; Wnt/beta-catenin reporter cell assay, activator; 300,000 tested, 1.2% active; in the data active = activation above about 30%, passing the limit was not always enough;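 also: 0% = neutral control wells and 100% = positive control wells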
DSG3 Ab inh: inhibitors of pemphigus antibody binding to DSG3, primary screen, biochemical, bead-based, flow cytometry, scFv-GFP; 310,000 tested, 0.48% active; DSG3-coupled beads, scFv-anti-DSG3-GFP binding; stronger effect = lower value; AID 588358, 2011; binding (percent of control), % at 10 µM; Desmoglein-3 (Homo sapiens), P32926;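 active = binding more than 3 SD below its plate's average and above zero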;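 also: hits lower antibody fragment binding to DSG3; some compounds called inactive have numbers as strong as hits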
OPRM1-OPRD1 inv: inverse agonists of MOR-DOR heterodimerization, primary screen, cell-based, luminescence; inhibition, % at 9.3 µM; 340,000 tested, 0.21% active; cell-based MOR-DOR heterodimer luminescence, inverse agonism; AID 504357, 2011; in the data active = inhibition above about 22%, passing the limit was not always enough;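 also: 0% = cells with DMSO and 100% = wells without cells with DMSO; values of inactives mirror those of a sister screen read the other way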
Target sequence (P35372 whole entry, looked up): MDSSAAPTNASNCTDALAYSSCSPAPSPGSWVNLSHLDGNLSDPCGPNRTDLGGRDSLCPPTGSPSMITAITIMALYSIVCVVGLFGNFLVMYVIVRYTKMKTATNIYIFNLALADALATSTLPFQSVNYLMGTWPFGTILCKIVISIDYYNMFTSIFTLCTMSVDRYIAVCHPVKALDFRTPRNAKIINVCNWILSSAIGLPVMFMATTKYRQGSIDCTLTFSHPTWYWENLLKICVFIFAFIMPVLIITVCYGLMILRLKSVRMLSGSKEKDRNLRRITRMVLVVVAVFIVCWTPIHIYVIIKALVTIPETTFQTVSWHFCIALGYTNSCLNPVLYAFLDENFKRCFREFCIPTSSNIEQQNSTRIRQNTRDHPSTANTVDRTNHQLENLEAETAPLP
Target sequence (P41143 whole entry, looked up): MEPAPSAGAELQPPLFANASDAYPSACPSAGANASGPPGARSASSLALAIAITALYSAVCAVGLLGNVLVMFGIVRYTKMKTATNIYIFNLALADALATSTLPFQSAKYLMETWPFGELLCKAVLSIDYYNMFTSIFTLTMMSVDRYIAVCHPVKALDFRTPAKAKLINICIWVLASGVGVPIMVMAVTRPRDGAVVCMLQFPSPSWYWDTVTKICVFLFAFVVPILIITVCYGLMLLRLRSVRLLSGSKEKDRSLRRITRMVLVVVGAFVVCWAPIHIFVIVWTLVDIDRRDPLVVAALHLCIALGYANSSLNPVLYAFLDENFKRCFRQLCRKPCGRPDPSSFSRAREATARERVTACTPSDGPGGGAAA
OPRM1-OPRD1 ag: agonists of OPRM1-OPRD1 heterodimerization, primary screen, cell-based, luminescence. Mu-type opioid receptor (Homo sapiens) + Delta-type opioid receptor (Homo sapiens), …. cells. activation, % at 9.3 µM. 340,000 tested, 0.3% active; in the data active = activation above about 18%;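 also: 0% = vehicle-treated cells and 100% = reference agonist; values of inactives mirror those of a sister screen read the other way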
V-ATPase pHluor: regulators of yeast V-ATPase proton pumping, primary screen, pHLuorin cytosolic pH fluorescence | S. cerevisiae | response, % at 10 µM | 350,000 tested, 0.37% active; in the data active = response mostly above about 7.3%, no sharp cut-off; inactive = mostly below about 5.4%; also: actives read high; inactives centre near 0; some compounds called inactive have numbers as strong as hits; reference of the scale not given here
cardiac RTF act: cardiac RTF calcium sensitivity activators, primary screen, biochemical, IANBD-TnC fluorescence, EC20 calcium. Troponin I, cardiac muscle (Homo sapiens) + Troponin T, cardiac muscle (Homo sapiens) + …. 340,000 tested, 0.24% active. activation, % at 7.2 µM. IANBD-labeled TnC RTF fluorescence at EC20 calcium; 0% EC20 calcium, 100% full calcium;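 active = activation above the mean over all tested compounds plus 3 SD, cut at about 30% in these data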;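 also: rise in fluorescence read as greater calcium sensitivity of cardiac thin filaments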
LANA DNA inh: inhibitors of KSHV C-LANA binding to DNA, primary screen, biochemical, fluorescence polarization, FAM-LBS DNA, MBP-C-LANA, single point; Kaposi's sarcoma herpesvirus LANA C-terminal domain (residues 932-1162) DNA binding; inhibition, % at 9 µM; 340,000 tested, 0.078% active; AID 504423, 2011;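 active = highest replicate inhibition at or above 60% at 9 µM, even if other replicates fall short; inactive = all replicates below 60% inhibition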;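 also: 0% = neutral control wells and 100% = 4 µM acridine orange control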
Arr AP2 block: inhibitors of beta-arrestin/AP2 binding, primary screen, biochemical, GPCR trafficking, flow cytometry. beta-arrestin 1 C-terminal peptide binding to AP2 beta2-adaptin appendage (human). FITC-arrestin peptide / GST-AP2 beads; AP2 beta2 appendage carries R879A mutation. inhibition, % at 10 µM. 340,000 tested, 0.31% active;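 active = inhibition above a set limit, near 3 SD of compounds lacking own fluorescence, cut at about 54% in these data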;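 also: plate controls were DMSO wells for no effect and 5 µM unlabelled arrestin peptide for full effect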
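Material – GST-tagged AP2 beta2-adaptin appendage (R879A) on 4 µm glutathione beads · Probe or stimulus – fluorescein-tagged arrestin peptide at 50 nM final · Timing – 12 min plus 1 h, RT · Detection – bead flow cytometry, FITC channel · Read-out basis – inhibition as reduced fluorescein signal on beads, percent · Medium – PBS plus Tween 20 (0.05%) and BSA (0.1%)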
* = called active by the depositor; . = no result given.

molecule,Keap1-Nrf2 PPI,RTF Ca sens inh,Wnt act,DSG3 Ab inh,OPRM1-OPRD1 inv,OPRM1-OPRD1 ag,V-ATPase pHluor,cardiac RTF act,LANA DNA inh,Arr AP2 block
Cn1ncc(N=Cc2ccc([N+](=O)[O-])cc2)c1C(=O)N1CCOCC1,1,1,.,106,12,-2.2,4,1,1.8,-49
COc1ccc(NS(=O)(=O)c2cccc(C(=O)NCCCN3CCOCC3)c2)cc1,4,-3,-2,99,11,-2.0,-2,0,-1.8,33
CCOC(=O)c1c(NC(=O)C(C)N2CCN(C(=O)c3ccco3)CC2)sc2c1CCCC2 (stereo not drawn),-3,0,.,103,6,-1.2,-11,-1,0.3,-5
COC(=O)CSc1nnc(-c2ccc3c(c2)OCO3)n1C,-2,3,0,103,6,-0.9,1,-4,-1.7,7
Clc1ccc2scc(CN3CCCC3)c2c1,-1,-3,0,107,6,-1.2,8,2,-0.5,-7
COc1cc(/C=N/N=C(/N)c2nonc2N)cc(Br)c1OCc1ccccc1C,0,-10,0,109,-52,8.5,1,-2,0.2,1
COc1cccc(OC)c1OCCOc1ccc(C(=O)c2ccccc2)cc1,3,-3,0,97,-2,0.4,1,0,2.6,6
COc1ccc(NC(=O)c2ccccc2CC[N+](=O)[O-])cc1,-3,0,-2,102,6,-1.1,-3,1,-1.6,40
Cc1ccc(/C=C/c2onc(C)c2S(=O)(=O)N2CCC(C(=O)N3CCCCC3)CC2)cc1,0,-2,-1,103,-13,2.2,1,-3,0.2,-2
C=CCc1c(C)nc(C)nc1N/N=C/c1ccc(F)cc1,-1,-2,-2,117,5,-1.1,-1,-3,-1.4,-6
CC(=O)N1C(=O)/C(=C2\SC(=S)N(c3c(C)n(C)n(-c4ccccc4)c3=O)C2=O)c2ccccc21,-3,2,-4,67*,-23,3.7,1,-6,0.0,1
COc1ccc(/C=N/OCC(=O)Nc2ccc3c(c2)OCO3)c(OC)c1,1,-2,0,114,14,-3.1,-1,-3,-1.5,14

Another view of part of the listing above:
SMILES: COc1ccc(NS(=O)(=O)c2cccc(C(=O)NCCCN3CCOCC3)c2)cc1
- Keap1-Nrf2 PPI: 4
- RTF Ca sens inh: -3
- Wnt act: -2
- DSG3 Ab inh: 99
- OPRM1-OPRD1 inv: 11
- OPRM1-OPRD1 ag: -2.0
- V-ATPase pHluor: -2
- cardiac RTF act: 0
- LANA DNA inh: -1.8
- Arr AP2 block: 33

SMILES: COc1cc(/C=N/N=C(/N)c2nonc2N)cc(Br)c1OCc1ccccc1C
- Keap1-Nrf2 PPI: 0
- RTF Ca sens inh: -10
- Wnt act: 0
- DSG3 Ab inh: 109
- OPRM1-OPRD1 inv: -52
- OPRM1-OPRD1 ag: 8.5
- V-ATPase pHluor: 1
- cardiac RTF act: -2
- LANA DNA inh: 0.2
- Arr AP2 block: 1

(listing goes on)
molecule,Keap1-Nrf2 PPI,RTF Ca sens inh,Wnt act,DSG3 Ab inh,OPRM1-OPRD1 inv,OPRM1-OPRD1 ag,V-ATPase pHluor,cardiac RTF act,LANA DNA inh,Arr AP2 block
O=C(NCc1ccccc1C(F)(F)F)C1CC(c2cc(C(F)(F)F)cc(C(F)(F)F)c2)=NO1 (stereo not drawn),-4,-18,-2,101,-20,3.5,-4,1,0.7,.
Cc1ccc(-c2ccc(S(=O)(=O)N3CC(C)OC(C)C3)cc2)cc1 (stereo not drawn),-1,-9,1,100,-3,0.5,2,1,1.0,-15
CCNC(=O)C(=O)NCC(c1cccs1)S(=O)(=O)c1ccc(C)cc1 (stereo not drawn),-5,4,4,101,13,-2.4,4,-6,0.7,1
Cc1ccc(S(=O)(=O)NNC(=O)c2cnn(-c3ccccc3)c2-n2cccc2)cc1,0,-17,-5,104,3,-0.5,0,8,-1.5,27
O=C1ON=C(c2ccccc2)/C1=C/c1ccccc1,-5,-2,0,117,2,-0.4,1,-2,-0.7,15
CCOc1ccc(NC(=O)[C@H](C)NC(=O)C2CC(=O)N(c3ccc(OC)cc3)C2)cc1 (stereo partly drawn),0,3,-1,104,8,-1.4,4,-11,0.0,22
COc1ccc(C2C(C(=O)N3CCC(C)CC3)c3ccccc3C(=O)N2C)cc1 (stereo not drawn),1,3,.,96,20,-3.2,-2,-8,-0.8,15
CCCCN1C(N)=NC[C@@H]1C(C)O (stereo partly drawn),0,8,-10,105,6,-1.1,-4,9,0.1,6
O=C(COC(=O)c1ccccn1)NC12CC3CC(CC(C3)C1)C2,-3,-6,.,99,10,-2.4,3,0,-0.3,15
O=C(Nc1cc([N+](=O)[O-])ccc1O)NC1CCS(=O)(=O)C1 (stereo not drawn),2,5,-3,100,22,-4.1,0,5,0.2,24
COc1ccc(-c2csc3ncnc(Oc4ccc5c(C)cc(=O)oc5c4)c23)cc1,2,-10,-1,94,13,-3.0,4,-3,0.4,-8
O=C(COc1ccccc1)Nc1ccccc1N1CCCCC1,-4,0,.,103,-23,3.9,4,1,0.1,12
COc1ccc(/C=C2\SC(=O)N(CC(=O)NC3CCS(=O)(=O)C3)C2=O)cc1 (stereo not drawn),0,0,2,87,-4,0.8,2,7,0.7,0
COc1ccc(C(=O)N2CCN(c3ccccn3)CC2)cc1,-3,-2,.,109,-4,0.7,0,2,0.5,10
CSc1nc(N)c(NC(=O)c2ccc(Br)o2)c(=O)[nH]1,-5,-3,0,103,0,-0.1,11*,3,-1.6,0
COc1ccc2[nH]c3c(c2c1)CCN1C(=O)C(CC(=O)NCCC2=CCCCC2)C[C@H](C(=O)N2CCOCC2)[C@@]31C (stereo partly drawn),1,-5,-2,100,14,-2.9,3,-1,-1.2,-4
CC(=O)C1=C(O)C(=O)N(CCC(=O)O)C1c1ccccc1Cl (stereo not drawn),1,-5,.,98,6,-1.2,-4,-7,-0.7,26
COc1ccc2nc3cc(Cl)ccc3c(Nc3cc(C(C)C)c(O)cc3C)c2c1,-2,-2,4,107,-110,20*,3,-7,51,3
CCC(=O)Nc1sc2c(c1C(=O)OC)CCN(Cc1ccccc1)C2,-1,-4,5,81,-5,0.9,-1,-4,-0.9,16
CCOC(=O)C1CCCN(C(=O)c2cc3cc(F)ccc3[nH]2)C1 (stereo not drawn),-1,-6,0,101,1,-0.3,2,-2,2.1,-2
CCOC(=O)N1CCN(C(=O)COc2ccc(S(=O)(=O)NCc3ccccc3)cc2)CC1,4,1,-1,94,1,-0.3,-5,-3,1.0,-12
Cc1ccc(-c2nnn(CC(=O)N3CCCCC3)n2)o1,-2,0,-1,97,15,-2.9,-1,3,1.6,41
Cc1ccc(N(C(=O)CNC(=O)c2ccco2)C(C(=O)NC2CCCC2)c2ccncc2)c(C)c1 (stereo not drawn),1,5,2,.,-15,2.0,-2,3,0.0,8
C/C(=N\NC(=O)NC1CCCCC1)c1ccc(Cl)s1,1,1,-4,98,-13,2.7,-1,-7,-0.4,13
COc1ccc(Cn2c(=S)[nH]c3ccccc32)cc1,3,0,1,.,7,-1.6,0,-3,0.0,-43
CCOC(=O)C(NC(C)=O)(Nc1cccc(F)c1)C(F)(F)F (stereo not drawn),0,2,.,100,-5,0.8,2,4,-2.7,28
Cc1ccc2nc(-c3ccc(NC(=O)CCS(=O)(=O)c4ccccc4)cc3)sc2c1,-3,-2,11,85,-20,3.0,0,0,1.9,-13
CCCc1[nH][nH]c(=O)c1C(c1ccccc1)C(C#N)C#N (stereo not drawn),0,-20,-4,.,10,-1.7,4,-8,-3.0,1
CCN1CCN(C(=O)CN(c2ccccc2C)S(C)(=O)=O)CC1,-2,1,.,102,-1,0.2,0,10,-1.4,5
COC(=O)c1ccccc1NC(=O)c1ccc2nccnc2c1,-3,-11,-1,.,-23,5.1,0,-2,-0.4,-6
COCCNC(=S)NNC(=O)c1ccco1,3,-3,.,99,21,-3.9,-2,3,1.4,-21
Cc1c(Cl)cccc1NC(=O)CS(=O)(=O)c1ccccc1,-7,7,0,114,16,-3.2,-2,-2,-0.5,-13
CC(C)(C)C(Cn1ccnc1)NC(=O)c1ccc2nc(C3CC3)oc2c1 (stereo not drawn),-3,0,0,110,24,-4.8,1,-5,-1.3,-4
CN(CC1COc2ccccc2O1)C(=O)CSc1ncnc2sccc12 (stereo not drawn),-11,-9,-3,.,0,0.0,1,-1,-1.0,2
COc1ccccc1C(=O)NCCC(=O)NCC(c1ccco1)N1CCCCC1 (stereo not drawn),0,-6,3,101,-1,0.1,5,2,0.2,30
CCSc1nc2sccc2c(=O)n1-c1ccccc1,0,-7,-4,101,-4,0.6,0,1,-0.1,4
O=C(CSc1nc2ccccc2c(=O)n1Cc1ccccc1)NCc1ccco1,-2,2,2,95,-38,6.9,4,1,2.1,4
Cc1ccc(COC(=O)c2cc(S(=O)(=O)N3CCOCC3)ccc2C)cc1,4,2,-2,96,-14,3.5,4,2,-0.4,18
CCCn1nc(NC(=O)c2cccs2)c2cc3ccc(C)cc3nc21,-7,-6,-4,103,10,-2.0,1,-2,-1.8,-3
Cn1c2ccccc2c(=O)c2c(=O)n(-c3ccccc3)c(-c3ccc(C(C)(C)C)cc3)nc21,2,1,7,.,0,0.0,0,-1,1.6,2
O=C(CSc1nc2ccccc2[nH]1)N1c2ccccc2Sc2ccccc21,-6,-4,-1,95,-72,12,-1,4,-0.6,0
COc1cc(NC(=O)CCc2nnc3ccc(N4CCCCC4)nn23)cc(OC)c1OC,-3,-9,1,.,-9,1.7,1,3,0.4,22
Cc1ccc(S(=O)(=O)NC(=O)c2cccc(N(C)C)c2)cc1,4,-2,8,.,10,-2.3,-1,-1,1.7,10
CN(C)C(=O)[C@@H]1C[C@H]1[C@@H](NC(=O)OCc1ccccc1)c1ccccc1,-3,3,4,102,-26,4.8,3,-12,1.2,7
CCSc1nnc(NC(=O)c2cc3c(s2)CCCC3)s1,4,-11,.,101,0,0.0,8,0,-0.3,0
CC(C)CC(=O)Nc1nc2ccc(S(=O)(=O)N3CCOCC3)cc2s1,-2,3,.,105,-5,0.9,-3,12,3.2,26
COC(=O)c1cn(CCOc2ccccc2OC)c2ccccc12,-9,10,.,112,-8,1.3,3,-1,-1.6,-2
N#Cc1nc(-c2cccs2)oc1NCc1ccccc1Cl,-9,1,.,116,-7,1.6,0,-4,-0.1,7
Cc1cc(NC(=O)C2CC(=O)N(c3ccc(F)cc3)C2)no1 (stereo not drawn),2,-24,1,.,5,-0.8,3,3,1.0,-5
